# Compound activity: PubChem, National Center for Advancing Translational Sciences (NCATS)
# Nrf2 ARE act = qHTS of Nrf2 Activators | 0.31% of 410,000 active | AREc32 ARE-luciferase reporter (MCF7-derived line), luminescence, 24 h | Potency, µM (doses to about 46.1 µM), inactives show at the top dose activation, hits mostly activators; also: potency is read from the fitted curve at half-maximal effect; % of control where 0% means no effect; nearly all actives have a fitted effect of over 65% in size
#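 Reporter line AREc32 (ARE-Fluc), seeded overnight in OPTI-MEM with 5% FBS; compound pin-transferred, 24 hr at 37 deg C, 5% CO2; luminescent read-out.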
# ATXN2 expr inh = Primary qHTS for Inhibitors of ATXN expression. HEK-293 ATXN2-luciferase reporter, luminescence, 24 h. Potency, µM (titrated, usually from 57 µM), inactives show at the highest dose activity change, negative = inhibition, hits mostly inhibitors. 0.72% of 360,000 active. AID 1745845, 2022; also: potency is read from the fitted curve at half-maximal effect; % is scaled to controls: 0 for no effect and ±100 for the full control effect; nearly all actives have a fitted effect of over 55% in size
#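 ATXN2-luciferase reporter cells (luciferase flanked by upstream and downstream ATXN2 gene portions) were treated 24 h at 37 °C with compounds at up to 57 uM. SteadyGlo luminescence gave expression; GF-AFC fluorescence gave viability.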
# TGFb inhibitor = qHTS for Inhibitors of TGF-b | 1.2% of 410,000 active | Potency, µM (doses to about 46.1 µM), for inactives: at the highest dose activity, negative = inhibition, actives largely listed as inhibitors | HepG2 CAGA-GFP TGF-b/SMAD3 reporter, GFP fluorescence, 18 h; TGF-beta stimulated, 500 pg/mL final; also: potency is read from the fitted curve at half-maximal effect; % is scaled to controls: 0 for no effect and ±100 for the full control effect; nearly all actives have a fitted effect of over 65% in size
#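 HEPG2 CAGA-GFP reporter cells (1000/well, DMEM with 1% FBS) received compounds, then recombinant TGF-beta at 500 pg/mL final for 18 hours at 37 degrees C. Per-cell GFP summed per well was normalised to unstimulated and stimulated DMSO controls before curve fitting.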
# A549 viability = Nrf2 qHTS screen for inhibitors: counterscreen for cytotoxicity | A549 ARE-Fluc cells, CellTiter-Fluor viability, 18-24 h | Potency, µM (highest dose often 46 µM), inactives show at the top dose activity change, negative = cytotoxicity, most hits filed as inhibitors | 0.16% of 390,000 active | AID 504648, 2011; also: potency is read from the fitted curve at half-maximal effect; % is scaled to controls: 0 for no effect and ±100 for the full control effect
#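 Cytotoxicity counterscreen: CellTiter-Fluor fluorescence was measured in A549 ARE_Fluc cells after 18-24 h of compound exposure in a concentration series. The subsequent BugLite luminescent read reports ARE-luciferase activity.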
# Nrf2 inh = Nrf2 qHTS screen for inhibitors. A549 ARE-Fluc reporter, luciferase luminescence, 18-24 h. Potency, µM (doses to about 46 µM), inactives show at the top dose activity change, negative = inhibition, most hits filed as inhibitors. 2.1% of 360,000 active. AID 504444, 2011; also: potency is read from the fitted curve at half-maximal effect; % is scaled to controls: 0 for no effect and ±100 for the full control effect; nearly all actives have a fitted effect of over 60% in size
#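 A549 ARE_Fluc cells (5000/well, 5% FBS OPTI-MEM) pre-incubated 2 h, then treated with compounds 18-24 h at 37C/5% CO2 in concentration-response. CellTiter-Fluor viability read first; BugLite luciferase luminescence after 15 min at room temperature gives Nrf2 activity.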
# ATXN viability = Viability Counterscreen for Primary qHTS for Inhibitors of ATXN expression; 0.49% of 400,000 active; S2 cells (HEK-293 line with an ATXN2-luciferase reporter) viability, CellTiter-Fluor protease fluorescence, 24 h; Potency, µM (highest dose often 56.7 µM), hits mostly cytotoxic; AID 651635, 2014; also: potency is read from the fitted curve at half-maximal effect; nearly all actives have a fitted effect of over 40% in size
# IL2 activator = qHTS of IL-2 Activators. IL-2 activation reporter assay, cell-based qHTS; stimulated with anti-CD3/CD4/CD28 beads; in transgenic mouse T cells. activation, % (series mostly up to about 46 µM). 0.065% of 360,000 active. AID 652025, 2013; in the data active = activation above about 50%; inconclusive = mostly about 30% to 49%; also: 0% is about no effect
#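 Unstimulated transgenic mouse T cells preincubated 60 min with compound, then stimulated with anti-CD3/anti-CD4-coated beads plus anti-CD28 for 18 h at 37 degrees C. IL-2 response read as EGFP and DsRed fluorescence by plate cytometry.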
# EPAC2 ag = qHTS for Agonist of cAMP-regulated guanine nucleotide exchange factor 4 (EPAC2): primary screen; Rap guanine nucleotide exchange factor 4 (Homo sapiens), Q8WZA2; EPAC2 activation, biochemical qHTS; response scale: 100% = 6.5 mM cAMP response; Potency, µM (series often up to 154 µM), for inactives: at the highest dose activation, usual class: activators; 0.079% of 360,000 active; AID 720711, 2013; also: potency is read from the fitted curve at half-maximal effect; nearly all actives have a fitted effect of over 50% in size
# Target sequence (Q8WZA2 whole entry, looked up): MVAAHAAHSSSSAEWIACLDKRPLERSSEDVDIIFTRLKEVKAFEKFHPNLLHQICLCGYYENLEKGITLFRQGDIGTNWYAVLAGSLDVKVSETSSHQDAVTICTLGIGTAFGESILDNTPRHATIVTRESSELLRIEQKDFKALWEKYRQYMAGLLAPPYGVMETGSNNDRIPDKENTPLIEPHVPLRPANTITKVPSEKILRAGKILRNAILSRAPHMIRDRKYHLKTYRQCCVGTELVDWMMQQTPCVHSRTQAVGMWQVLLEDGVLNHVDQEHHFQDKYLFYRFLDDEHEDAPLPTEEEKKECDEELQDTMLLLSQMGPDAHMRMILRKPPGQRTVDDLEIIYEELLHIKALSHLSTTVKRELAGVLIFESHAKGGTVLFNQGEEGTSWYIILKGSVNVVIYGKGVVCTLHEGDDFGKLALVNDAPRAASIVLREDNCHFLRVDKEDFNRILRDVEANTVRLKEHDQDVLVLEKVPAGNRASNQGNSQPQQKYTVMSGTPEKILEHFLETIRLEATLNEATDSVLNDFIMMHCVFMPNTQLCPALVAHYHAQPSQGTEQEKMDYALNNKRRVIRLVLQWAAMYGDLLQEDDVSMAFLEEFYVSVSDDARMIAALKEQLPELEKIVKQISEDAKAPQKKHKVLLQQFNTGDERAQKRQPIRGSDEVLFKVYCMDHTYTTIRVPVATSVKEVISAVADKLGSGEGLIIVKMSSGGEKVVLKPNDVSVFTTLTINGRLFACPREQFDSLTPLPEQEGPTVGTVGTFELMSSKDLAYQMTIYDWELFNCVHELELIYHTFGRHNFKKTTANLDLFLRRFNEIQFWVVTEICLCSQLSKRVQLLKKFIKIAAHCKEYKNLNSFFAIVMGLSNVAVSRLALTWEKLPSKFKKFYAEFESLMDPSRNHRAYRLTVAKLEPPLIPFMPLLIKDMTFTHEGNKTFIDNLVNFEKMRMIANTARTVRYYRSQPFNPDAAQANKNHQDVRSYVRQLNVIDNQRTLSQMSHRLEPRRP
#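 Exchange assay: 100 nM EPAC2 with 250 nM Rap1B-BODIPY-GDP and 50 uM GDP. Fluorescence (ex 480/em 540 nm) read every 5 min for 30 min at room temperature. Data normalized to 6.5 mM cAMP as agonist control.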
# HepG2 tox = qHTS for Inhibitors of TGF-b: Cytotox Counterscreen; HepG2 CAGA-GFP viability, ATP luminescence, 18 h; 0.76% of 410,000 active; Potency, µM (series often up to 46.1 µM), inactives show at the highest dose activity change, negative = cytotoxicity, most hits filed as cytotoxic; also: potency is read from the fitted curve at half-maximal effect; some results filed as inactive show a strong effect at the top dose
#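 CellTiter-Glo luminescence gave cytotoxicity after 18 hours at 37 degrees C. The cells were HepG2 CAGA-GFP in 1% FBS DMEM, stimulated with 500 pg/mL TGF-beta after compound addition. %Activity was normalised to no-cell wells (complete cell-killing) and DMSO (no toxicity), and curves were fitted and classified.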
# An asterisk follows results filed as active; i = inactive; ? = inconclusive; . = no result given; [ ] = dose if it differs, or a comment. Unless noted, calls follow the shape of the dose curve; as a rule, active = well fitted curve in the direction sought with a large enough effect; inconclusive = small, poorly fitted or top-dose-only effect, or another doubt; inactive = no such curve, though single readings can be large; an effect the other way counts as inactive or inconclusive.
SMILES,Nrf2 ARE act,ATXN2 expr inh,TGFb inhibitor,A549 viability,Nrf2 inh,ATXN viability,IL2 activator,EPAC2 ag,HepG2 tox
CC(C)C(C(=O)NCc1ccco1)N(Cc1ccco1)C(=O)CNS(=O)(=O)c1ccc(F)cc1 (stereo not drawn),-0.7%,0%,13%,-2%,7%,i,-0.7,4%,-11%
O=C(O)c1ccc2c(c1)S(=O)(=O)c1cc(Cl)ccc1C2=O,12%,0%,?,1%,?,i,-0.3,4%,-10%
COCCn1c(NCc2ccco2)nc2c1c(=O)[nH]c(=O)n2C,14%,3%,-5%,-8%,-14%,i,0.1,3%,-4%
CC(=O)N(c1c(C)n(C)n(-c2ccccc2)c1=O)C1(C(=O)NC2CCCCC2)CCCCC1,0.1%,-5%,0%,?,4%,i,0.0,9%,2%
Cc1ccccc1S(=O)(=O)Cc1ccc(C(=O)NCCCN2CCN(C)CC2)o1,-0.3%,0%,0%,-4%,14%,i,-1.9,8%,9%
CCCS(=O)(=O)c1nc(S(=O)(=O)c2ccc(C)cc2)c(NCCCOC(C)C)s1,4.6%,.,.,7%,-13%,.,.,.,-20%
COC(=O)C(C)N(C(=O)c1ccc(C(=O)c2ccccc2)cc1)c1c(C)cccc1C (stereo not drawn),-1.0%,-10%,-24%,-4%,.,i,-1.2,10%,-11%
CCN(CC(=O)NCCc1ccc(S(N)(=O)=O)cc1)Cc1nc2cc(OC)c(OC)cc2c(=O)[nH]1,-1.2%,3%,-11%,-6%,-6%,i,-0.2,12%,-2%
COc1ccc(Cl)cc1NC(=O)C1CCN(S(C)(=O)=O)CC1,0.5%,-3%,5%,0%,-6%,i,0.2,5%,8%
O=C(OCc1c(Cl)cccc1Cl)c1ccncc1,0.1%,-8%,-7%,7%,-1%,i,-5.1,4%,-3%
C/C(CC(=O)NCc1ccco1)=N\NC(=O)Cc1cccc2ccccc12,0.6%,5%,-6%,-2%,1%,i,-0.5,-9%,6%
CC(C)Oc1cccc(C(=O)Nc2nnc([C@H]3C[C@H](O)[C@@H](CO)O3)s2)c1,0.4%[9.22 µM],7%,29%,.,.,i,-0.3,5%,-1%
CCOc1cc(S(=O)(=O)NCC2CCCO2)ccc1F (stereo not drawn),0.4%,-1%,-1%,-8%,-13%,i,0.8,9%,0%
COc1ccc(C(=O)NCC(=O)N/N=C/c2c(C)[nH]c3ccccc23)cc1,-1.5%,5%,-7%,2%,-19%,i,-0.3,-1%,1%
CCCCNC(=O)O[C@H]1C[C@@H]2CCN3C(=O)CCC[C@H]([C@H]1CC)[C@H]23,1.1%,6%,19%,-4%,1%,i,-0.1,5%,4%
CCN(CC)C(=O)C1=C(C)N(CCCN2CCCC2=O)C(=O)C(CC(=O)NCc2cccs2)C1 (stereo not drawn),-0.5%,-1%,11%,.,.,i,-2.5,12%,2%
Cc1sc2ncnc(Sc3ccccc3C(=O)Nc3ccccc3Cl)c2c1C,12%,.,?,0%,?,?,-4.3,4%,-22%
Cc1onc(-c2c(Cl)cccc2Cl)c1C(=O)Nc1ccc(Cl)cn1,2.6%,-20%,1%,10%,?,i,-0.1,22%,-30%
CCCN(CCC)S(=O)(=O)c1ccc(C(=O)Nc2cccc(-c3nc4ccccc4[nH]3)c2)cc1,-0.6%,?,-24%,-16%,.,?,.,.,-5%
COCCn1c(SCC(=O)Nc2cccc(OC)c2)nnc1-c1ccc(Cl)cc1,-0.7%,-5%,-5%,1%,3%,?,-2.9,10%,-30%
Cc1ccc(S(=O)(=O)c2nc(-c3cccs3)oc2NCc2cccnc2)cc1,0.4%,-1%,-15%,3%,2%,i,0.1,5%,-75%
O=C(Cn1nnc(-c2cccc(C(F)(F)F)c2)n1)NNS(=O)(=O)c1cccc(C(F)(F)F)c1,0.1%,.,?,1%,4%,i,0.6,-4%,-37%
Cc1ccc(NC(=O)c2ccc([N+](=O)[O-])o2)c(C)c1,?,-7%,13µM*,-7%,-3%,i,1.2,9%,-80%
Cc1ccccc1NC(=O)c1ccc(S(=O)(=O)N(C)C)cc1,0.2%,12%,-2%,0%,6%,i,1.2,-5%,5%
CCCS(=O)(=O)c1c(S(=O)(=O)CCC)c2cc(CC)ccn2c1C(=O)c1ccc(Cl)cc1,-0.9%,9%,0%,-1%,4%,i,.,.,-13%
Cc1c(C(=O)N2CCN(c3ccc(F)cc3)CC2)sc2nc(-c3ccccc3)cn12,1.5%,9%,-2%,.,-12%,i,0.3,-6%,-16%
O=C(Cc1cccc(NC(=O)C2CCCN(C(=O)C3CCC3)C2)c1)Nc1cccc(C(=O)N2CCCCC2)c1 (stereo not drawn),-1.2%,1%,3%,-8%,?,i,-0.5,3%,5%
Cc1cc(C)cc(NC(=O)c2ccccc2NC(=O)CCC(=O)O)c1,-0.7%,-22%,-6%,0%,-10%,i,-0.1,8%,-1%
O=C(c1ccc(F)cc1)C1CCN(C(=S)Nc2ccccc2)CC1,-0.1%,1%,?,-1%,-28%,i,-1.3,8%,-3%
CCOc1cc(CNCCSc2nnnn2C)cc(Br)c1OCc1ccc(F)cc1,4.3%,?,?,-15%,?,?,-3.4,3%,0%

# Entries of single compounds from above.
# Cc1ccc(NC(=O)c2ccc([N+](=O)[O-])o2)c(C)c1 as listed: Nrf2 ARE act: ?; ATXN2 expr inh: -7%; TGFb inhibitor: 13µM*; A549 viability: -7%; Nrf2 inh: -3%; ATXN viability: i; IL2 activator: 1.2; EPAC2 ag: 9%; HepG2 tox: -80%
# Cc1ccccc1S(=O)(=O)Cc1ccc(C(=O)NCCCN2CCN(C)CC2)o1 as listed: Nrf2 ARE act: -0.3%; ATXN2 expr inh: 0%; TGFb inhibitor: 0%; A549 viability: -4%; Nrf2 inh: 14%; ATXN viability: i; IL2 activator: -1.9; EPAC2 ag: 8%; HepG2 tox: 9%

# Additional entries
SMILES,Nrf2 ARE act,ATXN2 expr inh,TGFb inhibitor,A549 viability,Nrf2 inh,ATXN viability,IL2 activator,EPAC2 ag,HepG2 tox
O=C(NC(=O)c1cc([N+](=O)[O-])ccc1Cl)C1=C(N2CCCC2)COC1=O,?,-9%,-2%,5%,14%,i,-1.2,0%,-10%
COc1ccc(S(=O)(=O)NCC(c2ccco2)S(=O)(=O)c2cccs2)cc1F (stereo not drawn),15%,.,?,-2%,.,.,.,.,-11%
Cn1c(=O)[nH]c(=O)c2c1nc(N/N=C/c1ccncc1)n2Cc1ccc(F)cc1,-0.2%,51%[activator],-3%,-9%,-13%,i,-2.3,0%,-6%
Cc1cccc(-n2c(-c3ccco3)nc3c(cnn3-c3ccc(F)cc3)c2=O)c1,4.1%,-12%,?,2%,?,i,.,.,-22%
O=C(NCc1ccc(F)cc1)C1CCN(S(=O)(=O)c2ccc(Cl)cc2)CC1,3.0%,2%,-4%,8%,?,i,0.0,5%,-12%
CCOC(=O)CCSc1nc(C)c2cc(OC)ccc2n1,0.6%,91%[activator],41%,-6%,16%,i,-2.1,-5%,2%
Cc1cc(C(F)(F)F)nn1CC(=O)NCc1ccco1,-0.9%,.,15%,-10%,?,i,0.1,4%,11%
c1ccc2c(c1)nc1n2CCN1CCNC1CCCCC1,2.3%,-2%,-25%,-2%,.,i,0.1,6%,-22%
Cn1nnnc1SC1CC(=O)N(c2ccccc2)C1=O (stereo not drawn),2.7%,.,-12%,3%,3%,i,-0.8,-2%,14%
O=C(Cn1cnc2ccccc2c1=O)N1CCN(Cc2ccccc2)CC1,-0.6%,0%,29%,-1%,-1%,i,0.8,6%,-69%
Cn1c2ccccc2c2nnc(SCC(=O)NCc3ccoc3)nc21,18%,8%,2%,-1%,-6%,i,-0.1,-1%,-4%
CCOc1ccccc1NC(=O)CC1NCCNC1=O (stereo not drawn),-0.5%,0%,-16%,-2%,-14%,?,0.6,-2%,-33%
Cc1cc(OCC(=O)NCCO)cc(C)c1Cl,0.2%,-5%,4%,0%,-9%,i,-0.6,-2%,-13%
C=CCc1ccc(O)c(-c2cc(CC=C)ccc2O)c1,-0.1%,-19%,?,-5%,-7%,?,-1.3,0%,-73%
COc1cc(CNCCc2c[nH]c3ccccc23)ccc1OCc1ccccc1F,-3.1%,?,?,5%,6%,?,-3.1,10%,13µM*
Cc1ccc(S(=O)(=O)N2CCN(c3ccccc3)CC2)cc1C(N)=O,0.0%,-16%,1%,-13%,?,i,0.7,2%,7%
C=CCn1c(SCC(=O)NC2CCCC2)nc2sc(C)cc2c1=O,-0.3%,-24%,-3%,-2%,4%,i,0.1,9%,-12%
CCOc1ccc(Cl)cc1/C=C1/C(=O)ON=C1C,-0.2%,-8%,-10%,11%,?,i,-0.3,5%,0%
Nc1nc(SCC(=O)c2ccc(Oc3ccccc3)cc2)n[nH]1,3.2%,8%,-7%,3%,.,i,-3.6,0%,6%
C[C@@H]1CN([C@H](C)CO)C(=O)CCCn2nncc2CO[C@H]1CN(C)Cc1cccc(C(=O)O)c1,-1.0%,-5%,0%,.,.,i,-2.2,3%,-16%
Cc1ccc(-n2nc3c(N4CCC(C(=O)N(C)Cc5ccccc5)CC4)nnc(C)c3c2C)cc1,0.1%,4%,-15%,1%,?,i,.,.,-21%
O=S(=O)(c1ccc(Cl)cc1)N1CCN=C1SCc1cccnc1,4.8%,.,?,0%,-27%,i,-1.0,10%,-32%
O=C(CSC1=NCCN1)Nc1cccc([N+](=O)[O-])c1,-2.0%,-19%,-20%,-1%,-27%,i,-5.2,18%,-94%
